Vif-A3F inh = blocks the Vif interaction with APOBEC3F. HeLa A3F-eYFP + Vif (tagged APOBEC3F with the HIV-1 protein that degrades it), YFP fluorescence increase. Potency, µM (doses to about 46.1 µM), inactives show top-dose activity, negative = active. hit rate 0.2% among 390,000; further: potency means the concentration at half of the fitted maximal effect; % of control where 0% means no effect; nearly all actives have a fitted effect of over 65% in size
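Fluorescence increase (Ex 488/Em 500-530) after overnight compound treatment at 37 deg C flags inhibition of Vif-driven A3F-eYFP loss in stable HeLa A3F-eYFP/Vif cells seeded overnight beforehand.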
RGS4 inhibitor = inhibitors of human regulator of G protein signaling 4; P49798; Transcreener GDP fluorescence polarization, RGS4-accelerated GTP hydrolysis; Potency, µM (top dose mostly 114 µM), for inactives: at the top dose activity change, negative = inhibition, usual class: inhibitors; hit rate 0.039% among 390,000; further: potency means the concentration at half of the fitted maximal effect; on the % scale 0 is the no-effect control and ±100 the full control effect; nearly all actives have a fitted effect of over 75% in size; some results filed as inactive show a strong effect at the top dose
Target sequence (P49798 whole entry, looked up): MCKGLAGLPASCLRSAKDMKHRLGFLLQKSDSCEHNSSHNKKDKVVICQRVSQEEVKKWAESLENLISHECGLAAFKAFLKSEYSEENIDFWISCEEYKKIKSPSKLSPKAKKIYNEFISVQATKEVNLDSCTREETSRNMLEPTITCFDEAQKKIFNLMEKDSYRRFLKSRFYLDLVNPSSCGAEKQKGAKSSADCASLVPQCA
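MLSMR compounds (23 nl, pin-transferred) preincubated 10 min at room temperature with a 500nM (2x) first reagent, then RGS4 at 900nM (2x) plus Transcreener GDP mix added; fluorescence polarization (620/688 nm) read before and after 90 min at 30 °C.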
D2 antag = antagonists of human D2 dopamine receptor; P14416; HEK293 TREx D2 cells, calcium flux, dopamine EC80; inhibition, % at 10 µM; hit rate 2% among 340,000; AID 485344; in the data active means inhibition above about 30%; further: 0% is about no effect
Target sequence (P14416 whole entry, looked up): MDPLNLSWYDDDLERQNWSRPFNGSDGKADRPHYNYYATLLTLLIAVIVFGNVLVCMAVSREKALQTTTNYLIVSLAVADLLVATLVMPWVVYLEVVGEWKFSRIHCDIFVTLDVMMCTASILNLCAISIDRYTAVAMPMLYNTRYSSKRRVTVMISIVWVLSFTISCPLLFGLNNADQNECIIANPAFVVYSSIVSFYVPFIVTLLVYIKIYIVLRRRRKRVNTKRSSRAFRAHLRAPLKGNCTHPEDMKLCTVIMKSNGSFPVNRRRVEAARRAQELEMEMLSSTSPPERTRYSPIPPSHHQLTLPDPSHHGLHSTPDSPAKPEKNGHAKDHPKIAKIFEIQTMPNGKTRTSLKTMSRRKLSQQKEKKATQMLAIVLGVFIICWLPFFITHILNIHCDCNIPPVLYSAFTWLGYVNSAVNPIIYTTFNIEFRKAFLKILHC
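Read-out: kinetic calcium fluorescence (1 cycle/s) in inducible HEK293 T-REx D2 cells after an EC80 dopamine addition that followed 180 s compound preincubation. Loss of the dopamine response indicates antagonism.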
Vif-APOBEC3G blk = blocks the Vif interaction with human APOBEC3G. Potency, µM (doses to about 46.1 µM), without a hit: at the highest dose activity, negative = active, actives largely listed as inhibitors. HeLa A3G-eYFP + Vif (tagged APOBEC3G with the HIV-1 protein that degrades it), YFP fluorescence, overnight. hit rate 0.076% among 410,000;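 further: potency means the concentration at half of the fitted maximal effect; on the % scale 0 is the no-effect control and ±100 the full control effect; nearly all actives have a fitted effect of over 60% in size; hits raise eYFP signal because A3G escapes Vif-driven loss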
Target sequence (Q9HC16 whole entry, looked up): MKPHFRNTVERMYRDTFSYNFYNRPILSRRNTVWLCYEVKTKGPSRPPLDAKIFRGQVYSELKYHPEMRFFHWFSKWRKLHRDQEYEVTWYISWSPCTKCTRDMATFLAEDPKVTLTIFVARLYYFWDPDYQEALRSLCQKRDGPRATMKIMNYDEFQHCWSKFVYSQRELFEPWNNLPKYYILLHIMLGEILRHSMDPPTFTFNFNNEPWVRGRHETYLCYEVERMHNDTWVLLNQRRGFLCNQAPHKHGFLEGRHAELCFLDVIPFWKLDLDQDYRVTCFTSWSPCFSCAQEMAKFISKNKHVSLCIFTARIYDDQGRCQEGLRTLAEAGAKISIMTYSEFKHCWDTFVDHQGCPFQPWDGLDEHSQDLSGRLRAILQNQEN
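Read-out is eYFP fluorescence (Ex 488/Em 500-530) from Vif-expressing HeLa A3G-eYFP cells; more signal means A3G escaped Vif-mediated degradation. Cells plated overnight, compound pinned in, incubated overnight at 37 deg C.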
LDHA block = LDHA (human) enzyme inhibition; P00338; purified LDHA, NADH/diaphorase-resazurin fluorescence; hits give low values; activity change, % (values are at about 110 or 230 µM); hit rate 0.15% among 480,000; AID 1347041; in the data active means activity change below about -30%; inconclusive means mostly about -25% to -30%;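 further: plate controls were DMSO wells for no effect and wells without enzyme for full effect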
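LDH5 2 nM; NADH 0.06 mM, pyruvate 0.2 mM; 200 mM Tris pH 7.4, EDTA, Tween-20; 5 min RT. Detection: diaphorase 0.133 mg/mL + resazurin 37 µM, fluorescence ex540/em590 at 0 and 20 min; normalized to enzyme-free and DMSO wells.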
Glioma ERSR ind = inducers of ER stress response in human glioma cells. U87-MG GRP78 promoter luciferase reporter, 16 h. Potency, µM, for inactives: at the highest dose activation, most hits filed as activators. hit rate 0.02% among 420,000. AID 602332; further: potency means the concentration at half of the fitted maximal effect; series mostly up to about 76 µM; % of control where 0% means no effect; nearly all actives have a fitted effect of over 35% in size
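Stably transfected U87-MG human glioma cells carrying a GRP78-based luminescent sensor were seeded at 1000 cells/well, pin-dosed with compounds and incubated 16 h. Luciferase reagent was then added, and end-point luminescence was read after 10 min at room temperature.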
12-LOX inh = blocks human arachidonate 12S-lipoxygenase. AID 1671190. Potency, µM (top dose mostly 108 µM), inactives show top-dose activity change, negative = inhibition, most hits filed as inhibitors. P18054. hit rate 1.1% among 580,000. purified 12hLO, xylenol orange hydroperoxide absorbance; further: potency means the concentration at half of the fitted maximal effect; on the % scale 0 is the no-effect control and ±100 the full control effect
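Hydroperoxide product was detected by ferrous iron/xylenol orange as the 573 to 405 nm absorbance ratio. Arachidonic acid at 40 uM (final) was turned over for 30 min at room temperature by 150 nM human 12hLO, pH 7.0 Hepes buffer, after 15 min compound preincubation.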
D2 ag = agonists of human D2 dopamine receptor; P14416; HEK293 T-REx D2 cells, calcium flux agonist mode; activation, % at 2 µM; hit rate 0.53% among 340,000; AID 485358;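 active means activation over 3 SD above normal in the single-dose calcium agonist read, cut at about 30% in these data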; further: 0% is about no effect
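Tetracycline-induced HEK293 T-REx cells with force-coupled D2 receptor, plated overnight at 30 C, loaded with no-wash calcium dye. After a 10 s baseline, compound was pin-added and calcium flux read kinetically for 180 s; calcium rises flagged agonists.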
ERG Ets-DNA blk = blocks human ERG Ets domain binding to DNA. P11308. fluorescence polarization, His-ERG Ets domain / labelled DNA. Potency, µM (top dose mostly 76.9 µM), inactives show at the highest dose FP activity, negative = inhibition, usual class: inhibitors. hit rate 0.028% among 370,000; active means well fitted inhibition curve with a large enough effect in the polarisation, with a control signal flat; inconclusive means small, poorly fitted or top-dose-only effect, or effect the other way, or a change in a side signal; inactive means no such curve, though single readings can be large or run the other way; the % refers to the polarisation;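 further: polarization taken with two DNA probes labelled with fluorescein and Texas red; potency means the concentration at half of the fitted maximal effect; % of control where 0% means no effect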
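His-tagged ERG Ets domain (1 uM in the protein solution; 300mM KCl, 50mM Tris-HCl, 1mM EDTA, 1mM DTT, pH 7.5) received compound, then a probe mix of 5 nM fluorescein-DNA and 100nM Texas-615-DNA. Fluorescence polarization was read for both dyes.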
* = called active by the depositor; i = inactive; ? = inconclusive; / = not tested or not shown; & = joins results of further samples; [ ] = another dose, or the depositor's remark. Unless noted, the call rests on the fitted dose curve; in most records, active means well fitted curve in the direction sought with a large enough effect; inconclusive means small, poorly fitted or top-dose-only effect, or another doubt; inactive means no such curve, though single readings can be large; an effect the other way counts as inactive or inconclusive. A portion of the library; the hit share may differ from the screen's.

SMILES	Vif-A3F inh	RGS4 inhibitor	D2 antag	Vif-APOBEC3G blk	LDHA block	Glioma ERSR ind	12-LOX inh	D2 ag	ERG Ets-DNA blk
O=C(NCC1CC1)c1onc(CSc2ccccc2)c1C(=O)NCC1CC1	-5.3%	-11.3%	/	1.7%	3.0	-4.5%	-3.4%	/	-4.5%
COc1ccc(N(CC(=O)N2CCN(c3ccc(F)cc3)CC2)S(=O)(=O)c2c(C)n[nH]c2C)cc1	8.7%&-8.2%	0.5%&-0.7%	-0.2	-8.3%&-0.4%	-1.8&2.3	-4.1%&-2.1%	-9.1%&-23.4%	1.6&-0.4	4.8%&-2.9%
COc1ccccc1C(=O)NCCc1c(C)[nH]c2c(C)ccc(F)c12	8.1%	-24.5%	-1.6	-0.4%	-7.5	-5.8%	49.8%[activator]	5.3	-4.2%
Cc1ccc(NC(=O)CSCc2n[nH]c(=O)[nH]2)c(Br)c1	-6.7%	-14.2%	8.2	-2.7%	-4.1	-6.2%	4.1%	-0.4	1.1%
N#Cc1nc(COc2ccc(F)cc2)oc1NCCN1CCOCC1	5.1%	13.8%	3.2	1.3%	-5.5&7.9	2.3%	-3.0%&-2.3%	1.1	2.7%
O=C(Nc1ccc(OCc2ccccc2)cc1)c1cccnc1	-6.3%	2.7%	10.4	1.9%	-0.1	1.2%	23.6%	0.1	/
Cc1ccc(OCc2cc(C(=O)N(C)CCc3ccccc3)no2)cc1C	2.8%	-0.7%	-19.0	3.2%	-1.3	1.8%	7.0%	0.3	-12.4%
O=C(O)CSc1c(-c2ccccc2)[nH]c2ccccc12	3.2%	2.3%	-0.5	0.3%	-4.9	-4.0%	0.6%	-0.8	-1.2%
CC(=O)Nc1ccc(C(=O)CSc2nnc(Cc3ccccc3)o2)cc1	-1.2%	20.0%	0.8	-0.2%	-12.8	4.7%	-25.4%	-0.3	-2.1%
CC1Cc2cc(C3(O)C(=O)c4ccccc4C3=O)ccc2N1 (stereo not drawn)	-0.4%	-11.1%	-9.8	3.1%	-2.6	-1.0%	-6.7%	-1.1	/
COc1cc(/C=C/C=C2/CC/C(=C/C=C/c3ccc(O)c(OC)c3)C2=O)ccc1O	?	?	/	?	17.7	-2.8%	?	/	90.1%[activator]
Cc1cc2c(cc1S(=O)(=O)Nc1cccc(Cl)c1C)n(C)c(=O)c(=O)n2C	-8.9%	4.2%	/	-1.4%	-2.1	-2.3%	-20.8%	-0.1	2.4%
O=C(Nc1ccncc1)Nc1ccccc1Cl	1.2%	21.0%	4.2	0.3%	-1.5	-0.5%	?	-0.1	-0.2%
CC(=O)c1ccc(S(=O)(=O)Nc2ccc(C(=O)NCC(c3ccccc3)N(C)C)cc2)cc1 (stereo not drawn)	-5.6%	-7.3%	2.0	-2.8%	-3.8&-2.9	-1.3%	?	0.2	9.7%
Cc1nnc(SCC(=O)N(C)Cc2ccccc2)[nH]c1=O	6.1%	-29.0%	-7.5	5.6%	-4.8	-0.4%	0.0%	0.5	6.6%
CCOC(=O)N1CCN(C(=S)NC(=O)c2cc(Br)ccc2Cl)CC1	?	-16.2%	-2.6	2.7%	-5.1	-2.3%	-0.8%	0.0	-5.4%
CCOc1ccc(-c2c(C)nn3c(C)c(C(=O)NCC(C)c4ccccc4)cnc23)cc1OCC (stereo not drawn)	7.9%	12.9%	/	2.3%	-3.5	-1.0%	-2.9%	1.1	6.6%
CC(SC(=S)N1CCOCC1)C(=O)O (stereo not drawn)	0.7%	15.4%	15.7	0.0%	3.0	-9.5%	0.9%	-0.4	1.0%
Cc1ccc(-n2c(C)nc3c(cnn3-c3ccccc3Cl)c2=O)cc1C	0.9%	-27.0%	-14.3	-3.5%	-6.3	-0.4%	-24.1%	-3.3	4.0%
CCCCC(=O)Nc1ccc(NC(=O)c2ccccc2OC)cn1	-2.9%	-1.7%[11.4 µM]	20.0	1.7%	-4.1	-4.5%	0.0%	-4.0	-1.3%
O=C(Nc1ccc2c(c1)OCCO2)c1ccc(Br)c(S(=O)(=O)N2CCOCC2)c1	1.5%	-3.9%	0.9	5.8%	0.6	-11.1%	4.1%	2.2	-0.6%
O=C(/C=C\c1ccco1)Nc1nc(-c2ccc3ccccc3c2)cs1	-25.7%	-0.6%	2.0	-11.7%	-3.2	-4.7%	?	-0.4	8.0%
O=C(CCn1c(=O)c2cccn2c2cccnc21)N1CCN(c2ccc(F)cc2)CC1	4.2%	0.4%	/	-8.1%	-3.5	-3.0%	-18.3%	-0.9	0.6%
Cc1cn(C)c(CC(=O)N2CCN(c3cccc(C(F)(F)F)c3)CC2)c1C(=O)O	-4.8%	-3.9%	/	0.4%	1.1	-3.1%	-19.4%	6.4	-6.2%
CC(=O)Nc1ccc(C(=O)Nc2ccc(S(=O)(=O)N3CCCC3)cc2)cc1	-1.9%	5.2%	-6.3	1.4%	-9.3	1.2%	0.0%	0.3	-3.9%
Cc1ccc(OCC(=O)NC(=S)Nc2ccc(S(=O)(=O)Nc3cc(C)on3)cc2)c(Br)c1	-21.4%	-14.6%	-6.8	0.9%	-6.7	-3.4%	-14.7%	-1.6	-6.2%
COc1cccc(CCNC(=O)C2CCC(=O)N(C3CC3)C2)c1OC (stereo not drawn)	-9.1%	11.9%	7.1	2.2%	-2.6	-2.2%	0.0%	0.0	-7.4%
Cc1cc(C)c(S(=O)(=O)N2CCCC(C(=O)NCc3cccnc3)C2)c(C)c1 (stereo not drawn)	-12.1%	-5.4%	-1.5	0.2%	1.5	-4.6%	i	1.0	-9.5%
CCOC(=O)C1[C@H]2C(=O)N(CCCOC)C[C@]23C=C[C@H]1O3 (stereo partly drawn)	-2.6%	3.9%	11.6	1.9%	-0.2	-4.2%	0.0%	0.2	-3.5%
COc1ccc(NC(=O)COC(=O)Cc2coc3cc(OC)ccc23)c(OC)c1	-1.9%	-9.7%	/	0.9%	-0.7	-1.7%	-13.4%	/	-0.3%

Part of the list above in order of number of heavy atoms, rising.
SMILES	Vif-A3F inh	RGS4 inhibitor	D2 antag	Vif-APOBEC3G blk	LDHA block	Glioma ERSR ind	12-LOX inh	D2 ag	ERG Ets-DNA blk
Cc1nnc(SCC(=O)N(C)Cc2ccccc2)[nH]c1=O	6.1%	-29.0%	-7.5	5.6%	-4.8	-0.4%	0.0%	0.5	6.6%
O=C(NCC1CC1)c1onc(CSc2ccccc2)c1C(=O)NCC1CC1	-5.3%	-11.3%	/	1.7%	3.0	-4.5%	-3.4%	/	-4.5%
CC(=O)c1ccc(S(=O)(=O)Nc2ccc(C(=O)NCC(c3ccccc3)N(C)C)cc2)cc1 (stereo not drawn)	-5.6%	-7.3%	2.0	-2.8%	-3.8&-2.9	-1.3%	?	0.2	9.7%

(list continues)
SMILES	Vif-A3F inh	RGS4 inhibitor	D2 antag	Vif-APOBEC3G blk	LDHA block	Glioma ERSR ind	12-LOX inh	D2 ag	ERG Ets-DNA blk
COCc1ccc(C(=O)N2CCCC(Nc3ccc(F)c(F)c3)C2)s1 (stereo not drawn)	1.4%	9.7%	6.4	-1.0%	-9.8	-1.7%	9.3%	0.3	0.0%
CC(=O)Nc1ccc(CCNC(=O)c2ccc3ccccc3c2O)cc1	3.7%	33.6%	/	-10.7%	4.8	3.1%	4.4%	/	/
COc1ccc(OCCN2CCN(C(=O)c3ccc(OC)c(OC)c3)CC2)cc1	-3.7%	23.1%	29.5	0.8%	-4.4	1.7%	11.7%	26.9	-1.9%
CCOC(=O)Nc1sc(C)c(C)c1C(=O)OCC	-3.8%	9.7%	-9.7	-0.4%	-0.5	-0.7%	-1.5%	0.3	10.5%
O=C(NCCc1ccc2c(c1)OCCO2)c1cc(F)cc(F)c1	-28.7%	0.1%	6.7	3.3%	2.6	4.2%	-0.8%	-1.3	14.4%
COc1cccc(CC(=O)Nc2nc(C)cs2)c1	6.9%	12.1%	-10.3	-6.1%	-5.8	10.4%	-26.6%	1.9	1.1%
N#Cc1cn(-c2ccccc2)nc1-c1ccc2c(c1)OCCO2	0.0%	-4.2%	/	0.2%	-3.0	-3.8%	?	/	0.1%
CCOC(=O)c1ccc(N2CSC3=C(C#N)C(c4ccc(OC)cc4OC)CC(=O)N3C2)cc1 (stereo not drawn)	-11.7%	?	-26.5	2.7%	3.8	-2.1%	?	-0.3	-2.9%
CCc1nn(C(C)C(=O)NC(C)CCc2ccco2)c(=O)c2cc3occc3n12 (stereo not drawn)	-0.8%	?	7.4	1.2%	0.8	-3.5%	/	-0.1	3.3%
Cc1ccc(S(=O)(=O)N2CCCCC2)cc1C(=O)Nc1ccc2cn[nH]c2c1	6.6%	-15.1%	-6.8	3.0%	-3.6	-1.1%	19.8%	0.4	-2.8%
CCc1ccccc1NC(=O)CCCN1C(=O)CCn2nc(-c3cn(C)c4ccccc34)cc21	1.8%	-18.6%	/	-1.8%	-1.0	0.9%	-19.3%	/	9.4%
CCCN1C(=O)SC(CC(=O)Nc2ccccc2C)C1=O (stereo not drawn)	-4.5%	29.5%	9.8	-2.8%	-3.6	-3.1%	1.0%	0.6	-0.9%
Cc1n[nH]c(=S)n1/N=C/c1ccc(OCc2ccc(Cl)cc2Cl)cc1	-2.3%	-1.2%	31.3*	2.0%	-1.0	3.4%	-12.3%	0.3	3.4%

Screening results deposited in PubChem BioAssay by National Center for Advancing Translational Sciences (NCATS).
